KDM4E inh = qHTS Assay for Inhibitors of Human Jumonji Domain Containing 2E (JMJD2E); Lysine-specific demethylase 4E (Homo sapiens), B2RXH2; JMJD2E catalytic domain, FDH-coupled NADH fluorescence (FDH is formaldehyde dehydrogenase); Potency, µM (doses to about 57.1 µM), without a hit: at the top dose activity change, negative = inhibition, usual class: inhibitors; 230,000 compounds, 1.6% hits; AID 2147, 2009; active = well fitted inhibition curve with a large enough effect, not every such curve was filed as active; inconclusive = small, poorly fitted or top-dose-only effect, or another doubt; inactive = no such curve, though single readings can be large or run the other way;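 note: 0% = wells with enzyme and -100% = buffer wells without enzyme; nearly all actives have a fitted effect of over 50% in size; many of its hits are not listed in these tables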
Target sequence (B2RXH2 1-337 limits assumed): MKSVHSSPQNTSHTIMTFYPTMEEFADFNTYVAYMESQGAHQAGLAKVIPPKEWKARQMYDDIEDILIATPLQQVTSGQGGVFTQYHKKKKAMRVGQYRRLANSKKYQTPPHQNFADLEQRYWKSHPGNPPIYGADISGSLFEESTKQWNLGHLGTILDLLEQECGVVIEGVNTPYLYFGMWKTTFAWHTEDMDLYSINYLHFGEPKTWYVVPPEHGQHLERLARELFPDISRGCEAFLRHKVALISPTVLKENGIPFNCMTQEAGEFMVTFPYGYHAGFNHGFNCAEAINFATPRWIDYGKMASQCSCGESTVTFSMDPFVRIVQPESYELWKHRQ
KinaseGlo FLuc = Counterscreen for Luciferase (Kinase-Glo TM) Inhibition. Potency, µM (series often up to 38.3 µM), for inactives: at the top dose activity change, negative = inhibition, most hits filed as inhibitors. 200,000 compounds, 0.28% hits. Kinase-Glo luciferase, ATP luminescence, 8 min. Luciferin 4-monooxygenase (Photuris pensylvanica), Q27757; note: % is set by controls: 0 for no effect and ±100 for the full control effect; nearly all actives have a fitted effect of over 60% in size
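Compounds were added to a substrate mix at pH 7.2 (50 mM imidazole, 10 uM ATP, within the enzyme's linear range), followed by Kinase-Glo detection reagent; luminescence was measured after 8 minutes at ambient temperature.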
RECQ1 inh = qHTS Assay for Inhibitors of RecQ-Like Dna Helicase 1 (RECQ1); 240,000 compounds, 0.54% hits; Potency, µM (series often up to 57.3 µM), for inactives: top-dose activity, negative = inhibition, usual class: inhibitors; ATP-dependent DNA helicase Q1 (Homo sapiens), P46063; AID 2549, 2010; RECQ1 DNA unwinding, red fluorescence kinetic read;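 note: plate controls were vehicle for no effect and no enzyme for full effect; nearly all actives have a fitted effect of over 30% in size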
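50 nM RECQ1T1 preincubated 15 min with compound in Tris pH 8.0 buffer with MgCl2, DTT, Tween-20 and 2.5 ug/ml poly(dI-dC); started with 200 nM TAMRA/BHQ-2 forked duplex and 2 mM ATP. Unwinding read as fluorescence (525/598 nm), two reads 2 h apart.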
Epigenetic derep = Quantitative High-Throughput Screen for Regulators of Epigenetic Control; Potency, µM (doses to about 53.9 µM), for the others: at the highest dose GFP activation, most hits filed as activators; murine LDR cells, GFP reporter derepression, 30 h; AID 1865, 2009; 280,000 compounds, 0.2% hits; note: % of control where 0% means no effect; nearly all actives have a fitted effect of over 60% in size
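Derepression of a silenced CMV-GFP reporter in murine LDR cells is scored by enumerating GFP-positive cells with a laser-scanning microplate cytometer after 30 hours of treatment at 37 C.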
NPSR antagonist = qHTS Assay for Antagonists of the Neuropeptide S Receptor: cAMP Signal Transduction; Q6W5P4; CHO-NPSR cells, cAMP TR-FRET, antagonist mode; Potency, µM (highest dose often 38.3 µM), for inactives: at the top dose activity change, negative = inhibition, hits mostly inhibitors; 220,000 compounds, 1% hits; note: % is set by controls: 0 for no effect and ±100 for the full control effect; nearly all actives have a fitted effect of over 50% in size; many of its hits are not listed in these tables
Target sequence (Q6W5P4 whole entry, looked up): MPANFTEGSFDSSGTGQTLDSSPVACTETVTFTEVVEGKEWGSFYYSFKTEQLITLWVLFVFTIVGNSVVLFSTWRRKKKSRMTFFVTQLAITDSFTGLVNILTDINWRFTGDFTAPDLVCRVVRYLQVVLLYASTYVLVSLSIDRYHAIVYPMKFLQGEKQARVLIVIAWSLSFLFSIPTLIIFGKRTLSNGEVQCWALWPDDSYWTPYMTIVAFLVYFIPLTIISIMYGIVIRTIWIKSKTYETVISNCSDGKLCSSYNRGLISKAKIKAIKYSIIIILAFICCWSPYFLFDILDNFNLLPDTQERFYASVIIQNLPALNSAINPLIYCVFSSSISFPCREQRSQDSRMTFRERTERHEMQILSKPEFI
IMPase Li cell = qHTS Assay for Identifying the Cell-Membrane Permeable IMPase Inhibitors: Potentiation with Lithium. CHO-M1 cells, IP1 TR-FRET (IP-One), carbachol + lithium. Potency, µM (top dose mostly 59.4 µM), for the others: at the highest dose activity, negative = IMPase inhibition, most hits filed as inhibitors. 210,000 compounds, 0.35% hits. AID 1457, 2008;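 note: IP1 builds up when IMPase is blocked and the TR-FRET signal falls; plate controls were basal vehicle for no effect and high inhibitor control for full effect; nearly all actives have a fitted effect of over 50% in size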
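CHO cells stably expressing M1 receptor (2000/well, cultured 16–30 h) treated 30 min at 37C with compound plus low lithium. Cytosolic IP1 by TR-FRET (665/620 ratio and 620 channel) after 10 min lysis; AC50 by Hill fit.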
RGS12 GoLoco inh = qHTS Assay for Inhibitors of RGS12 GoLoco Motif Activity (Red Fluorophore); Guanine nucleotide-binding protein G(i) subunit alpha-1 (Homo sapiens), P63096; Gai1:RGS12 GoLoco peptide FP, rhodamine, 10 min; Potency, µM (titrated, usually from 61.6 µM), for the others: at the highest dose activity, negative = inhibition, most hits filed as inhibitors; 230,000 compounds, 0.44% hits; active = well fitted inhibition curve with a large enough effect, not every such curve was filed as active; inactive = no such curve, though single readings can be large or run the other way; note: % is set by controls: 0 for no effect and ±100 for the full control effect; nearly all actives have a fitted effect of over 30% in size; many of its hits are not listed in these tables
Target sequence (P63096 whole entry, looked up): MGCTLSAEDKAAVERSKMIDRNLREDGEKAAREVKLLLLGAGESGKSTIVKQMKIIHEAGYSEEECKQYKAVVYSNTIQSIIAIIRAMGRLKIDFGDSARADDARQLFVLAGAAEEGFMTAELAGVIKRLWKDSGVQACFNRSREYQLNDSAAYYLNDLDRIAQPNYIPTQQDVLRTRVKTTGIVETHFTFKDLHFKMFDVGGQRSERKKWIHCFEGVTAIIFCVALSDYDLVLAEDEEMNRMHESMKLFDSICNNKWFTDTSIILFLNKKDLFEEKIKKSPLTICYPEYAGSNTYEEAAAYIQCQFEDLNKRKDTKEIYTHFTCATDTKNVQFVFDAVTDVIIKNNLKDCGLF
SMN2 splice up = qHTS Assay for Enhancers of SMN2 Splice Variant Expression | HEK293 SMN2-luciferase splicing reporter, luminescence, 30-36 h | 210,000 compounds, 2.8% hits | Potency, µM (series often up to 46.1 µM), for inactives: at the top dose activity change, positive = activation, hits mostly activators; note: % of control where 0% means no effect; nearly all actives have a fitted effect of over 55% in size
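HEK293 cells carry an SMN2 […]–luciferase reporter in which exon 7 inclusion puts luciferase in frame. Cells were plated 10-12 h before compound addition, then incubated 30-36 h at 37C. ONE-Glo luminescence was read; sodium butyrate at 4.5 mM final served as control.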
* hit, by the source's call; i = inactive; ? = inconclusive; / = not tested or not shown; [ ] = remark or other dose. Unless noted, calls come from the whole dose curve; as a rule, active = well fitted curve in the direction sought with a large enough effect; inconclusive = small, poorly fitted or top-dose-only effect, or another doubt; inactive = no such curve, though single readings can be large; an effect the other way counts as inactive or inconclusive. Potency is the fitted concentration of half-maximal effect.

SMILES | KDM4E inh | KinaseGlo FLuc | RECQ1 inh | Epigenetic derep | NPSR antagonist | IMPase Li cell | RGS12 GoLoco inh | SMN2 splice up
COc1ccc(-n2c(-c3ccccc3)nnc2-c2ccc(Cl)cc2)cc1 | -0.7% | -2.4% | -1.0% | 0.0% | -1.8%[46.1 µM] | ? | -5.2% | -26.2%
Cn1c2c(c(=O)n(C)c1=O)C1c3cc(Cl)ccc3OCC1CO2 (stereo unspecified) | 5.0% | -1.7% | i | -0.7% | -7.2%[46.1 µM] | 9.6%[38.3 µM] | -6.1% | -14.7%
O=C(CSc1nnc2c(Cl)cc(Cl)cn12)N1CCN(S(=O)(=O)c2ccccc2)CC1 | ? | 0.8% | 3.1% | -0.8% | -17.7%[46.1 µM] | 7.8%[38.3 µM] | 3.8% | 3.4%
CC(=O)[C@@H]1[C@@H](C)N(Cc2ccccc2)C(=O)N[C@H]1c1ccccc1 | -1.0%[11.4 µM] | -1.0%[7.66 µM] | i[11.5 µM] | / | / | 7.0% | -3.0%[14.2 µM] | -5.2%[9.22 µM]
COc1ccc(-n2c(SCC(=O)Nc3ccccc3OC)nc(O)cc2=O)cc1 | -2.6% | / | -8.0% | 0.0% | -4.9% | / | 50.8%[activator] | /
Cn1c(-c2ccc(Cl)cc2)cnc1N | 21.3% | -0.3% | 7.6% | -1.0% | -11.2%[46.1 µM] | 25.5%[38.3 µM] | 5.3% | -4.2%
CCCCCCC(=O)O | / | / | -1.4% | / | / | -3.2% | 1.4% | -3.4%
CC(C)(C)c1cc(NC(=O)Nc2ccc(Cl)cc2Cl)no1 | 7.6% | / | -10.6% | -1.1% | -17.4% | / | 0.6% | /
O=C(N/N=C/c1ccc(-c2ccc([N+](=O)[O-])cc2)o1)[C@H]1C[C@@H]1c1ccccc1 | -1.2% | / | i | ? | -34.0% | / | 7.0% | /
CCN(C(=O)COC(=O)c1ccc(S(=O)(=O)N2CCCc3ccccc32)cc1)C1CCS(=O)(=O)C1 (stereo unspecified) | -19.4% | 1.0% | -4.5% | -1.5% | -20.5% | 25.8% | 2.1% | 5.9%
Cc1ccccc1CCN(C(=O)Cn1nnc2ccccc21)C(C(=O)NC(C)(C)C)c1ccsc1 (stereo unspecified) | -7.2% | 0.6% | -6.1% | 2.4% | -8.2%[46.1 µM] | 11.8% | 5.9% | 30.6%
COC(=O)c1ccc(C(=O)OC)c(NC(=O)CSc2ccccn2)c1 | 2.2% | -2.4% | -2.4% | -0.8% | -24.1%[46.1 µM] | 50.3%[activator][38.3 µM] | 2.3% | -26.8%
COc1ccc(S(=O)(=O)N2CCOCC2)cc1NC(=O)CN1CCC(Cc2ccccc2)CC1 | -2.3% | -4.2% | -10.5% | -2.0% | -20.6% | 8.5% | 2.6% | /
O=C(CNC(=O)c1ccncc1)N/N=C/c1ccccc1[N+](=O)[O-] | -6.6% | 2.9% | i | 3.6% | 2.3% | -6.9% | 3.4% | 5.7%
CCOC(=O)CSc1n[nH]c(NC(=O)c2ccc(F)cc2)n1 | -1.7% | -2.7% | -5.5% | -1.9% | 7.5%[46.1 µM] | -8.6%[38.3 µM] | -8.7% | 1.4%
Cc1ccc(NC(=S)N(CCCN(C)C)Cc2cc3cc4c(cc3[nH]c2=O)OCO4)cc1 | ? | -2.4% | 6.0% | 3.8% | -9.2% | 8.2% | 20.4% | 5.3%
COc1nc2cc(C)ccc2cc1-c1noc(-c2cccnc2)n1 | -6.4% | 4.0% | -5.1% | 1.7% | 1.4%[46.1 µM] | 5.3%[38.3 µM] | 10.7% | -8.3%
O=C(Cn1cnc2sc(-c3ccccc3)cc2c1=O)N1CCOCC1 | -15.1% | -0.6% | i | -1.1% | -10.1%[46.1 µM] | 17.7%[38.3 µM] | -0.1% | 24.0%
CC(C(=O)OCC(=O)c1cccc([N+](=O)[O-])c1)N1C(=O)C2C3CCC(C3)C2C1=O (stereo unspecified) | -7.8% | 1.8% | 2.1% | -0.9% | 20.5% | 6.7% | -5.1% | -13.2%[1.84 µM]
Cc1cccc(NC(=S)NCc2cccs2)c1 | -1.3% | 1.2% | i | 1.1% | -22.6% | -0.6% | -2.5% | 24.6%
O=C(COC(=O)c1ccc(Cl)c(S(=O)(=O)NCc2ccccc2)c1)NCC1CCCO1 (stereo unspecified) | -3.6% | 3.7% | -0.6% | -1.6% | -1.2% | 1.8% | 7.3% | 5.8%
Cc1ccc(C(=O)N/N=C\c2ccc[nH]2)cc1[N+](=O)[O-] | -12.6% | -1.4% | -5.1% | 0.0% | -8.2%[46.1 µM] | -9.0%[38.3 µM] | 19.8% | -0.4%
N#Cc1ccc(NCC(=O)Nc2ccc3c(c2)OCCO3)cc1 | -10.6% | 2.3% | 2.7% | -1.5% | -0.3% | 14.8% | 3.2% | -9.9%
CCCCOc1ccc(Br)cc1CSC(=N)N | -1.3% | -2.1% | i | -1.9% | -3.6% | 5.8% | -10.9% | -66.7%[inhibitor]
CN(C)CCCNC(=S)NCc1ccc(Cl)cc1 | 11.2% | 0.1% | -7.1% | 3.1% | 17.6% | -5.1% | -1.6% | 0.7%
CC(C)(C)NC(=O)COC(=O)c1cc(Br)ccc1Cl | 5.8% | -1.6% | 1.7% | 0.0% | 16.3% | -1.8% | -5.7% | -8.3%
Cc1cccc(S(=O)(=O)Nc2nc3ccccc3nc2Nc2ccc3c(c2)OCO3)c1 | -4.6% | 0.8% | -8.1% | -1.8% | 2.6% | 19.7% | 2.2% | -73.8%[inhibitor]
CCOC(=O)c1ncc2[nH]c3cccc(OC(C)C)c3c2c1C | / | -1.4%[39.9 µM] | i | 0.0% | / | 0.0% | 18.6% | /
CNC(=O)c1sc2nc(-c3ccc(OC)cc3)cn2c1C | ? | 4.2% | 1.3% | 2.3% | -21.2%[46.1 µM] | -16.9%[38.3 µM] | 22.4% | /
Cc1cc(C)nc(N(C#N)Cc2ccccc2)n1 | 3.9% | 0.7% | -3.8% | -2.6% | -18.5%[46.1 µM] | -3.3%[38.3 µM] | -2.6% | -19.0%
COc1ccc(Oc2ncc3nc(C)c(=O)n(Cc4cccs4)c3n2)cc1 | / | -0.4% | -11.6% | / | / | 12.3% | 27.4% | -27.3%
C/C(=C\C[Si](C)(C)C)CC[C@H](O)C1=CCCCC1=O | 0.3% | 1.1% | i | 1.1% | / | -4.6% | 0.5% | -6.9%
Cc1cc(Oc2ccc(C#N)cc2)nc(N2CCOCC2)n1 | 20.6% | / | i | 5.2% | -10.9%[46.1 µM] | / | / | /
Cc1ccc(NCc2nnc(SCc3ccc(C#N)cc3)n2Cc2ccco2)c(C)c1 | -1.5% | -0.9% | -16.9% | 0.0% | ? | 41.9%[activator][38.3 µM] | 9.2% | 25.1%
CC(=O)c1ccc(NC(=O)Cn2nc(C)c([N+](=O)[O-])c2C)cc1 | 1.8% | 1.8% | 1.4% | -1.5% | 1.8% | 3.0% | 2.9% | 3.3%
c1ccc(CNc2nc(N3CCOCC3)nc(N3CCOCC3)n2)cc1 | 6.1% | 0.4% | -1.2% | 1.2% | 1.2%[46.1 µM] | 5.5% | -6.1% | 14.4%
CCCCCCC1CC(=O)NC(=S)N1 (stereo unspecified) | -3.5% | 1.5% | 5.1% | 1.1% | 12.2% | 4.8% | 0.2% | -3.1%
Cc1ccc2[nH]c(=O)c3cc(C(=O)N4CCN(C(=O)c5ccco5)CC4)sc3c2c1 | ? | -0.7% | -24.2% | 0.7% | -14.5%[46.1 µM] | -9.4%[38.3 µM] | 34.6%[activator] | 2.7%
Cc1cc(NS(=O)(=O)c2ccc(Nc3nc(-c4sc(NC(=O)c5ccccc5)nc4C)cs3)cc2)no1 | ? | -3.3% | 8.9% | -3.7% | -19.9%[46.1 µM] | 24.5%[38.3 µM] | 5.3% | 3.5%
CN1CC(=O)N(CC(=O)Nc2ccc(Br)cc2F)C1=O | -5.2% | 3.0% | -3.1% | -1.3% | 3.1% | -1.1% | 0.8% | 7.4%
COCCNC(=O)C(c1ccc(C)o1)N(C(=O)c1snc(C(N)=O)c1N)c1ccc(C)cc1 (stereo unspecified) | ? | 6.6% | -2.0% | -8.6% | -17.5%[46.1 µM] | -0.4% | 5.1% | 6.2%
CC(=O)c1sc(NC(=O)C2(F)C(F)(F)C(F)(F)C(F)(F)C(F)(F)C2(F)F)nc1C | -2.0% | 0.9% | i | 1.0% | -10.8%[46.1 µM] | 5.3%[38.3 µM] | 29.4% | -56.8%[inhibitor]
CSCCC(NC(=O)c1occc1C)C(=O)O (stereo unspecified) | 0.8% | -0.3% | -4.3% | -0.8% | -0.5%[46.1 µM] | 3.4%[38.3 µM] | 1.2% | -5.7%
Cc1ccc(C)c(S(=O)(=O)Nc2ccc3sc(C)nc3c2)c1 | 5.7% | 1.3% | -0.4% | -0.3% | -10.6%[46.1 µM] | 11.3% | 1.0% | -8.8%
O=C(COc1ccc(S(=O)(=O)NC2CCCCC2)cc1)NCC1CCCO1 (stereo unspecified) | 6.8% | 3.8% | ? | 2.3% | -15.2%[46.1 µM] | 14.0%[38.3 µM] | 1.2% | -7.4%

Three entries out of the list above, ordered by their value in RGS12 GoLoco inh, high to low:
SMILES	RGS12 GoLoco inh
CNC(=O)c1sc2nc(-c3ccc(OC)cc3)cn2c1C	22.4%
O=C(CNC(=O)c1ccncc1)N/N=C/c1ccccc1[N+](=O)[O-]	3.4%
CSCCC(NC(=O)c1occc1C)C(=O)O (stereo unspecified)	1.2%

Only part of the results is shown (hit frequency here may not be typical).
